Compound activity (PubChem)
GSH fluor = compound fluorescence on glutathione beads, profiling panel, artefact control, biophysical, 488/530 nm, flow cytometry; GSH beads flow cytometry, compound fluorescence 488/530 nm; stronger effect = higher value; 190,000 compounds, 0.25% hits; fluorescence (KMESF) at 10 µM; in the data active means fluorescence above about 89;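 further: glutathione beads carrying GST-tagged Bcl family fusion proteins plus one bare bead set; values are compound well signal with DMSO vehicle wells as background; inactives centre near 16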
RGS7-Gao = RGS7-Galphao binding modulators, primary screen, biochemical, multiplexed bead flow cytometry | Guanine nucleotide-binding protein G(o) subunit alpha (Homo sapiens), P09471 | actives lie on both sides | binding response (% of control), % at 10 µM | 220,000 compounds, 0.35% hits | AID 1439, 2008; in the data active means binding response below about 49% or above about 150%; inconclusive means no clear call, values can overlap the other calls; inactive means in between;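 further: fluorescent Galphao held in activated GDP-AlF4 state binding bead-coupled RGS7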
Mcl-1 Bim block = inhibitors of Bim peptide binding to Mcl-1, primary screen, biochemical, bead-based flow cytometry, multiplex. Bim peptide-Mcl-1 binding. 190,000 compounds, 0.1% hits. inhibition, % at 10 µM. Induced myeloid leukemia cell differentiation protein Mcl-1 (Homo sapiens), Q07820. AID 1009, 2008; in the data active means inhibition above about 40%;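 further: 0% = no compound tracer wells and 100% = peptide blocker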
Mcl1 Noxa PPI = Mcl-1/Noxa binding inhibitors, primary screen, biochemical, TR-FRET, 1536-well; Induced myeloid leukemia cell differentiation protein Mcl-1 (Homo sapiens), Q07820; 220,000 compounds, 1.5% hits; TR-FRET Mcl-1/Noxa peptide binding, 2 h; inhibition, % at 21.7 µM;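 active means compounds that cut the protein-peptide binding signal by more than 50% relative to plate controls in a single-dose test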;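 further: His-tagged Mcl-1 with rhodamine Noxa BH3 peptide and terbium anti-His antibody; 0% = Mcl-1 plus Noxa peptide wells and 100% = peptide-only wells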
ABCB1 inh = ABCB1 efflux pump inhibitors, primary screen, cell-based, multiplex, flow cytometry, ABCG2 counter-screen. CCRF-Adr cells, JC-1 efflux. 190,000 compounds, 0.067% hits. inhibition, % at 6.6 µM. AID 1326, 2008; in the data active means inhibition above about 40%;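 further: 0% = vehicle and 100% = reference inhibitor; higher value means more JC-1 retained so stronger ABCB1 efflux block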
Target sequence (P08183 whole entry, looked up): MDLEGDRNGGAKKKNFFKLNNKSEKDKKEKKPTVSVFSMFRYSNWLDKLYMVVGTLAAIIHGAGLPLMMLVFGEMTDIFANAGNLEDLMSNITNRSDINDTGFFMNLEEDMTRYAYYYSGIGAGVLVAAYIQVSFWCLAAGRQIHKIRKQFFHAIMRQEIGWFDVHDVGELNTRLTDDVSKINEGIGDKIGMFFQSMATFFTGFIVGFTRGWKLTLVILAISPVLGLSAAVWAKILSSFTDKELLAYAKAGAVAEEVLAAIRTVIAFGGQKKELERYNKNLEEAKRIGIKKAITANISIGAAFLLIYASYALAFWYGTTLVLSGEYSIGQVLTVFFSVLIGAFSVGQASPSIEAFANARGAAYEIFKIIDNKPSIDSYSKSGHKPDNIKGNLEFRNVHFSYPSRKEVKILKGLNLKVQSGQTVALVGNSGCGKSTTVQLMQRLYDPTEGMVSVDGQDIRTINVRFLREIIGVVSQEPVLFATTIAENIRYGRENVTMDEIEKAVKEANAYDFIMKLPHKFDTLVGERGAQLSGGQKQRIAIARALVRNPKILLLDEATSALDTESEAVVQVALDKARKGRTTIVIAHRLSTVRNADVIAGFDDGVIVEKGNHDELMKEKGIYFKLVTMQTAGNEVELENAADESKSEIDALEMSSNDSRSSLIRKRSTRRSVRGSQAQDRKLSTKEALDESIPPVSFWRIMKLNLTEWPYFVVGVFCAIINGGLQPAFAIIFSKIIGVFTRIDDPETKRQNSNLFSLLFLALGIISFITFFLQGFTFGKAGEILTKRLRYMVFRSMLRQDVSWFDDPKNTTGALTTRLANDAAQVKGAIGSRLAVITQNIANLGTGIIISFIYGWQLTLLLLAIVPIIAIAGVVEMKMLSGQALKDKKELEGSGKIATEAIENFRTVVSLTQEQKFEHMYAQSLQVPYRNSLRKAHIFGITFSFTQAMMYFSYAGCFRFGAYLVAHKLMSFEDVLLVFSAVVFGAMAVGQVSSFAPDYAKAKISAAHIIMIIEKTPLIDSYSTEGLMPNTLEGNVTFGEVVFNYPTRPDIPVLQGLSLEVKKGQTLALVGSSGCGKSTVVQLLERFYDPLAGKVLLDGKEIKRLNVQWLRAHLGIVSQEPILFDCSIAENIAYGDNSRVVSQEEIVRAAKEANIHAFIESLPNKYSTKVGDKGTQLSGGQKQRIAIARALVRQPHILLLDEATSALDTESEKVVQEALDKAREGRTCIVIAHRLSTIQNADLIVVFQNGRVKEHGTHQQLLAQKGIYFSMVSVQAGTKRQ
Avidin fluor = green autofluorescence of compounds with avidin beads – biophysical, 488/530 nm, flow cytometry, artefact control, profiling panel; compound fluorescence 488/530 nm; stronger effect = higher value; AID 1775, 2009; fluorescence (KMESF) at 10 µM; 220,000 compounds, 0.38% hits; in the data active means fluorescence above about 47; further: inactives centre near 10
RGS4-Gao reg = modulators of RGS4 binding to Galphao, primary screen, biochemical, multiplexed bead flow cytometry. actives lie on both sides. binding response (% of control), % at 10 µM. 220,000 compounds, 0.33% hits. AID 1415, 2008; in the data active means binding response below about 49% or above about 150%; inactive means in between;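 further: fluorescent Galphao activated with aluminum fluoride binding bead-coupled RGS4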
RGS8-Gao = RGS8-Galphao binding modulators, primary screen, biochemical, multiplexed bead flow cytometry | 220,000 compounds, 0.34% hits | Guanine nucleotide-binding protein G(o) subunit alpha (Homo sapiens), P09471 | response (percent of control binding), % at 10 µM | actives lie on both sides | AID 1423, 2008; in the data active means response below about 60% or above about 140%; inactive means in between;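 further: Galphao activated as the GDP aluminium fluoride complex binding bead-coupled RGS8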
Pf gamet viab = late stage P. falciparum gametocyte viability inhibitors, primary screen, ATP luminescence, HTS. AID 743093, 2013. inhibition, % at 10.9 µM. 150,000 compounds, 0.065% hits. P. falciparum stage V gametocytes, 24 h;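 active means inhibition above the mean plus 3 SD of compounds within the control limits, set per campaign, cut at about 38% in these data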;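 further: 0% = DMSO wells and 100% = medium only without gametocytes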
Mcl1-Bid inh = Mcl-1/Bid binding inhibitors, primary screen, biochemical, TR-FRET, 1536-well | TR-FRET Mcl-1/Bid-Dy647 peptide binding | inhibition, % at 21.7 µM | Induced myeloid leukemia cell differentiation protein Mcl-1 (Homo sapiens), Q07820 | AID 1021, 2008 | 220,000 compounds, 0.97% hits;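 active means compounds that cut the binding signal by more than half at the single screening dose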;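 further: His-tagged Mcl-1 with europium anti-His antibody binding Bid BH3 peptide; 0% = Mcl-1 plus peptide wells and 100% = peptide-only wells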
ABCG2 inh = ABCG2 efflux pump inhibitors, primary screen, multiplex with ABCB1, IgMXP3 cells, flow cytometry | AID 1325, 2008 | inhibition, % at 6.6 µM | Broad substrate specificity ATP-binding cassette transporter ABCG2 (Homo sapiens), Q9UNQ0 | 190,000 compounds, 0.1% hits | JC-1 efflux;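 active means inhibition above 80%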;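 further: 0% = DMSO and 100% = nicardipine control wells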
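material = IgMXP3 (ABCG2) plus far-red-tagged CCRF-Adr (ABCB1) cells | amount = 3 million cells/mL, equal mix of both lines | also added = JC-1 transporter substrate | dosing = one concentration, 6.6 µM final | schedule = 10 min at 25 °C | measured by = flow cytometric JC-1 green MFI at 530 nm | read-out basis = percent efflux inhibition, scaled nicardipine 100% to DMSO 0%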
The depositor's hits bear a star; ? = inconclusive; / = no result given.

SMILES | GSH fluor | RGS7-Gao | Mcl-1 Bim block | Mcl1 Noxa PPI | ABCB1 inh | Avidin fluor | RGS4-Gao reg | RGS8-Gao | Pf gamet viab | Mcl1-Bid inh | ABCG2 inh
CN=c1scc(-c2ccccc2F)n1/N=C/c1ccc(O)c(O)c1O | 16 | ? | -1 | 58* | -1.4 | 8 | 92 | 78 | -8 | -38 | -10
COC(=O)c1sccc1NC(=O)c1ccccc1[N+](=O)[O-] | 22 | 98 | -1 | 3 | 1.7 | 22 | 101 | 98 | -5 | 2 | 52
CC(C)C(=O)Nc1cccc(NC(=O)c2cccc([N+](=O)[O-])c2)c1 | 22 | 100 | 0 | 18 | 0.8 | 10 | 98 | 102 | 7 | -12 | 4
COCc1cc(C)[nH]c(=O)c1C(=O)NC12CC3CC(CC(C3)C1)C2 | 60 | 100 | -5 | 13 | 0.9 | 28 | 100 | 104 | 9 | -11 | 1
C[n+]1ccccc1COc1ccc(C(C)(C)C)cc1 | 11 | 101 | -3 | -1 | 0.2 | 7 | 102 | 100 | 0 | -3 | 0
COc1cc(-c2cc(C(=O)Nc3ccc(N4CCOCC4)cc3)c3ccccc3n2)cc(OC)c1OC | / | ? | / | -3 | / | 3 | 105 | 102 | 6 | -11 | /
CCOCCn1c(N2CCN(c3ccc(OC)cc3)CC2)nc2c1c(=O)n(C)c(=O)n2C | 40 | 101 | -2 | -2 | 0.3 | 36 | 101 | 101 | / | -30 | 1
COc1ccc(C(=O)C(C)[n+]2ccc(-c3nnc4n3CCCCC4)cc2)cc1 (centres undefined) | / | ? | / | -2 | / | 6 | 99 | 102 | -5 | -4 | /
C=CCNC(=O)/C(=C\c1ccc(Br)cc1)NC(=O)c1ccccc1OC | 10 | ? | 0 | 3 | 3.5 | 12 | 101 | 98 | -22 | -19 | 6
COC(=O)N/N=C/c1ccc(-c2ccc(C)c(Cl)c2)o1 | 13 | 105 | -1 | 17 | 0.3 | 11 | 102 | 103 | 11 | 4 | 31
COc1cc(/C=C(/C#N)c2nc3ccccc3c(=O)[nH]2)ccc1O | 7 | 103 | -2 | 42 | 0.2 | 6 | 98 | 100 | 11 | 70* | -1
Cc1nnc(N(C)C(=O)c2ccc3c(c2)OCO3)s1 | 9 | 93 | 5 | -18 | -0.2 | 6 | 97 | 90 | / | -46 | -1
COc1ccc(N2CCN(C(=O)CSc3nnnn3-c3ccc4c(c3)OCCO4)CC2)cc1 | 33 | 95 | 0 | -15 | 0.8 | 11 | 98 | 96 | 10 | -10 | 3
CCCCOC(=O)c1nc[nH]c1C(=O)OCCCC | 12 | 104 | 0 | -14 | -0.5 | 22 | 100 | 100 | 10 | -13 | -1
O=C(NCC1(c2ccccc2)CCCC1)c1ccc(Br)cc1 | 10 | 102 | -3 | 3 | 0.7 | 7 | 95 | 97 | 12 | 4 | 18
CCOC(=O)N1CCC(NC(=O)CN2C(=O)CSc3nc(C)cc(C)c32)CC1 | 15 | 95 | -5 | 8 | 0.1 | 28 | 101 | 102 | / | -9 | 1
CCOc1ncccc1C(=O)OCC(=O)c1ccccc1Br | 19 | 104 | 3 | -14 | 0.3 | 25 | 101 | 108 | -9 | -15 | 1
CSc1nsc(SC)c1C(=O)NCCNS(=O)(=O)c1ccc(C)cc1 | 26 | 109 | -8 | 18 | 0.7 | 13 | 108 | 102 | / | 1 | 7
CCOC(=O)c1ccc(N2Cc3ccccc3C2=NC(=O)c2cccs2)cc1 | 14 | 103 | -5 | -1 | 1.1 | 11 | 100 | 103 | -11 | -11 | 6
CC(Sc1nc(N2CCOCC2)nc(N2CCOCC2)n1)C(=O)Nc1ccccc1 (centres undefined) | 38 | 99 | -1 | -2 | 1.3 | 4 | 97 | 94 | -13 | -13 | 7
Cc1ccccc1N(C)S(=O)(=O)c1ccc2[nH]cc(C(=O)NCC3CCCO3)c(=O)c2c1 (centres undefined) | 29 | 99 | -1 | 42 | -0.6 | 16 | 100 | 95 | / | 66* | -1
CC12COC3(C(N)=O)CC1CCC32C (centres undefined) | 11 | 108 | -7 | 8 | 0.3 | 9 | 103 | 105 | -3 | -4 | 0
O=C(O)c1ccccc1NC(=S)NC(=O)c1cccc2ccccc12 | 16 | ? | -1 | 24 | 0.0 | 9 | 106 | 105 | 5 | -33 | 3
C=CCn1c(SCc2c(C)noc2C)nc2sc(C)c(C)c2c1=O | 37 | 96 | -4 | 0 | 5.5 | 12 | 99 | 102 | -1 | -35 | 49
CC(C)Oc1ccc2c3c(c(=O)oc2c1)CCC3 | 24 | 94 | -4 | -9 | 0.3 | 10 | 98 | 100 | 16 | 9 | 2
SMILES | GSH fluor | RGS7-Gao | Mcl-1 Bim block | Mcl1 Noxa PPI | ABCB1 inh | Avidin fluor | RGS4-Gao reg | RGS8-Gao | Pf gamet viab | Mcl1-Bid inh | ABCG2 inh
Cc1ccc(-n2c(C)nnc2SCC(=O)NNC(=O)c2ccco2)cc1 | 20 | 106 | -3 | 5 | 0.7 | 6 | 103 | 105 | -23 | -21 | 2
COc1ccc(C(=O)n2c(C)c(CCO)c(=O)n2C)cc1 | 12 | ? | 1 | 2 | 0.8 | 9 | 100 | 102 | 10 | -70 | 5
O=C(c1ccccc1)C(C(=O)N1CCCCC1)n1ccccc1=O (centres undefined) | 11 | 98 | 0 | 6 | 0.6 | 6 | 102 | 97 | 7 | 7 | 4
CN1C(=O)/C(=C2\SC(N)=NC2=O)c2ccccc21 | 12 | 101 | 2 | 6 | 0.7 | 12 | 94 | 94 | 10 | -12 | 5
COC(=O)c1ccc(CN2CCN(C3CCCC3)C(CCO)C2)cc1 (centres undefined) | 12 | 108 | 0 | 10 | 3.5 | 4 | 105 | 102 | / | -32 | 3
CCN1CCc2c(OCc3ccc(C)cc3)cccc2C1=O | 10 | 95 | 0 | -3 | 0.5 | 12 | 97 | 100 | / | -4 | 18
Cc1c(NC(=S)NC(=O)C(C)(C)C)cccc1[N+](=O)[O-] | 22 | 99 | -8 | 13 | 0.1 | 8 | 102 | 86 | -10 | -8 | 5
Cc1nc(-c2cccs2)sc1C(=O)O | / | ? | / | -2 | / | 9 | 102 | 102 | 2 | -6 | /
O=C(Cn1[nH]c(=O)c2ccccc2c1=O)Nc1ccc2c(c1)CCC2 | 270* | 100 | -2 | 9 | 0.3 | 8 | 102 | 100 | 2 | -48 | 1
CC(C)CC(NC(=O)c1ccccc1)C(=O)OCC(=O)Nc1ccc(S(N)(=O)=O)cc1 (centres undefined) | 10 | 89 | 14 | -8 | -0.3 | 6 | 89 | 89 | 5 | -18 | 0
Cc1c(N=C2NC(=O)/C(=C/c3ccc(O)cc3)S2)c(=O)n(-c2ccccc2)n1C | 9 | 107 | 0 | 0 | 0.0 | 9 | 98 | 99 | 9 | -36 | 7
COc1ccc(NS(=O)(=O)c2cc(NC(=O)Cn3cnc4c3c(=O)n(C)c(=O)n4C)ccc2C)cc1 | 20 | ? | 2 | 24 | 0.3 | 12 | 103 | 101 | 11 | -22 | -2
COc1ccc(C2CC(C(F)(F)F)n3nc(C(N)=O)c(Cl)c3N2)cc1OC (centres undefined) | 34 | 99 | -2 | 4 | -2.3 | 5 | 101 | 103 | / | -18 | -3
COc1ccc(/C=N/NC(=O)CCCC(=O)NC2CCCCC2)cc1 | 22 | 98 | 0 | -6 | 0.6 | 10 | 100 | 99 | / | -36 | 3
O=C(Cc1n[nH]c(=O)c2ccccc12)Nc1cccc(S(=O)(=O)N2CCCC2)c1 | / | ? | / | -31 | / | 5 | 94 | 101 | 3 | -33 | /
O=C(c1cnn2c(C(F)F)cc(-c3ccccc3)nc12)N1CCCc2ccccc21 | 39 | 99 | 0 | -6 | 0.2 | 5 | 98 | 100 | / | 12 | 2
CCN(CC)C(=O)c1c(NC(=O)c2ccccc2)sc(C)c1C | 60 | 100 | 1 | 0 | 0.1 | 6 | 105 | 100 | / | -2 | 0
O=C(Nc1cccc2c1N(C(=O)c1ccco1)CCC2)c1ccco1 | / | ? | / | 18 | / | 10 | 97 | 98 | / | -67 | /
O=C(CCn1nc(-c2ccccc2)c2ccccc2c1=O)Nc1cccnc1 | 12 | 95 | -1 | -6 | 0.7 | 12 | 96 | 101 | 6 | -21 | 3
Nc1sc2c([n+]1CCCS(=O)(=O)[O-])CCCC2 | 14 | 98 | -10 | -6 | 0.1 | 11 | 98 | 100 | 9 | -20 | 0
COC(=O)c1ccc(NC(=O)N2CCOCC2)cc1 | 22 | 102 | -6 | 18 | 0.5 | 11 | 104 | 103 | / | -16 | 3
Cc1ccc(-n2c(SCC(=O)NCc3ccco3)nnc2-c2cccnc2)cc1 | 64 | 101 | -6 | -8 | 2.4 | 7 | 103 | 108 | 0 | -24 | 10
CCOc1ccc(NC(=O)CS(=O)(=O)c2cn(CC)c3ccccc23)cc1 | 21 | 93 | -3 | 17 | -2.0 | 5 | 91 | 93 | / | -12 | -1
CC1=CC2=NC(=O)CC(C)(C(=O)N(CC(=O)NC(C)C)C3CCCC3)N2C=C1 (centres undefined) | 10 | 106 | 0 | -6 | 0.0 | 16 | 102 | 100 | / | -11 | 0
CCc1nnc(NC(=O)Cc2sc(C)nc2-c2ccc(C)cc2)s1 | 14 | 97 | 2 | 15 | 0.2 | 8 | 105 | 100 | / | 7 | 1
CC(C)C(NC(=O)OC(C)(C)C)C(=O)NC(CCC(=O)OCc1ccccc1)C(N)=O (centres undefined) | 22 | 111 | 0 | 19 | 0.4 | 5 | 104 | 104 | 10 | 0 | 2

Full records, looked up by structure.
CC1=CC2=NC(=O)CC(C)(C(=O)N(CC(=O)NC(C)C)C3CCCC3)N2C=C1 (centres undefined) across the screens: GSH fluor: 10; RGS7-Gao: 106; Mcl-1 Bim block: 0; Mcl1 Noxa PPI: -6; ABCB1 inh: 0.0; Avidin fluor: 16; RGS4-Gao reg: 102; RGS8-Gao: 100; Pf gamet viab: /; Mcl1-Bid inh: -11; ABCG2 inh: 0
Cc1c(NC(=S)NC(=O)C(C)(C)C)cccc1[N+](=O)[O-] across the screens: GSH fluor: 22; RGS7-Gao: 99; Mcl-1 Bim block: -8; Mcl1 Noxa PPI: 13; ABCB1 inh: 0.1; Avidin fluor: 8; RGS4-Gao reg: 102; RGS8-Gao: 86; Pf gamet viab: -10; Mcl1-Bid inh: -8; ABCG2 inh: 5
